Growth percent in the NCI-60 one-dose screen (48 h, 10 µM unless noted): 100 = growth as untreated, 0 = no growth, -100 = all killed.
CAKI-1: CAKI-1 renal cancer | 4.7% of 75,000 active | AID 1794772
NCI-H23: NCI-H23 lung cancer; 4% of 80,000 active; AID 1794731
SNB-75: SNB-75 CNS cancer | 5% of 79,000 active
SF-268: SF-268 CNS cancer cells | 3.1% of 82,000 active | AID 1794759
A498: A498 renal cancer cells; 5.4% of 76,000 active
SF-539: SF-539 CNS cancer | 6.8% of 81,000 active
SNB-19: SNB-19 CNS cancer cells; AID 1794751; 2.5% of 81,000 active
U251: U251 CNS tumor cells; AID 1794753; 5.4% of 80,000 active
SF-295: SF-295 CNS cancer cells. 5.6% of 79,000 active. AID 1794758
Active calls of the source: *; / = not tested or not shown; & = joins results of further samples. How the source made its calls: active means growth percent below 10; inactive means the rest.

smiles	CAKI-1	NCI-H23	SNB-75	SF-268	A498	SF-539	SNB-19	U251	SF-295
COc1ccc(/C=C2\Oc3cc(OCCN4CCCCC4)ccc3C2=O)cc1	88	98	87	94	76	100	97	101	97
COc1ccc2oc(=O)cc(Cn3cnc4c(NCc5ccco5)ncnc43)c2c1	94	91	98	96	107	109	108	105	100
CCc1ccc(Nc2ncnc3c2cnn3-c2cccc(F)c2)cc1	96	97	89	102	129	105	98	98	/
O=C(Nc1cccc(Cl)c1)Nc1nc2cc([N+](=O)[O-])ccc2o1	62	38	73	37	28	59	31	23	51
O=COC1CCCCCC1	91	105	75	102	89	89	105	93	96
CCOC(=O)c1ccc2c(c1)ncn2-c1ccc(N)cc1	87	102	100	94	93	69	89	80	103
CCOC(=O)CCNc1nc(N)nc(N(C)c2ccccc2)c1C=O	96	103	92	125	117	114	95	96	118
Nc1nc(-c2ccccc2)c(CCCNc2ccccc2)c(=O)[nH]1	86&103	100&104	94&86	105&106	88	106&112	101&100	95&100	99&105
COc1ccc(N=Nc2nccs2)c(O)c1	/	79	82	26	87	40	51	28	95
NC(=O)C1C2C=CC(O2)C1C(=O)O (stereo not given)	95	111	90	107	88	105	92	/	95
N#C/C(=C\c1ccc2c(c1)OCO2)c1ccccc1	59	84	76	86	63	80	86	55	71
CC1CN(C(C)C)C(=S)N(c2ccccc2)C1=O (stereo not given)	69	95	119	99	101	96	/	100	108
Oc1ccc(C=Nc2ccccc2O)cc1	97	85	106	93	98	108	105	88	107
COC(=O)[C@@H](Cc1cnc[nH]1)NC(=O)/C=C/c1ccccc1	89	99	77	110	116	106	98	94	97
Cc1ccc2[nH]c(=O)c(C3C4=C(CC(C)(C)CC4=O)Nc4nc(N)nc(N)c43)cc2c1 (stereo not given)	96	103	88	103	88	104	96	91	102
COc1ccc2oc(=O)cc(C3c4ccc([nH]4)C(c4cc(=O)oc5ccc(OC)cc45)c4ccc([nH]4)C(c4cc(=O)oc5ccc(OC)cc45)c4ccc([nH]4)C(c4cc(=O)oc5ccc(OC)cc45)c4ccc3[nH]4)c2c1 (stereo not given)	-22*	-12*	19	20	-17*	-27*	26	1.3*	9.1*
CCCCc1cc(C)ccn1	/	98	95	96	93	99	101	100	98
C#CCC1(O)CCC2C3CCc4cc(OC)ccc4C3CCC21C (stereo not given)	94	104	98	95	118	94	99	94	119
CNC(C)=O	96	95	104	98	104	90	104	93	94
CCOC(=O)CC(C(=O)OCC)C(C)c1ccccc1 (stereo not given)	97	101	95	102	104	99	/	103	100
COc1ccc(-c2nc3ccc(C(=O)N=Nc4c(O)[nH]c5ccccc45)cc3[nH]2)cc1	93	97	89	97	139	93	101	95	88
COc1ccc2[nH]c(O)c(N=NC(=O)c3cc(-c4ccc(OC)c(OC)c4)nc4ccccc34)c2c1	95	96	103	110	117	96	90	91	97
O=C(Cn1cc(COc2ccc([N+](=O)[O-])cc2)nn1)Nc1nc2ccccc2s1	90	106	92	102	109	91	101	98	103
CC(C)C1(C(C)C)NC(=O)NC1=O	89	99	95	94	94	92	101	103	99
Clc1ccc(N=c2oc3ccccc3cc2-c2cc3ccccc3[nH]2)cc1	87	89	/	99	/	94	99	96	101
C=C1CC[C@@H]2[C@]3(C)COC(c4cn(-c5ccccc5)nc4-c4ccccc4)O[C@@H]3CC[C@@]2(C)[C@@H]1C/C=C1/C(=O)OC[C@H]1O (stereo not given in full)	-40*	-85*	-19*	8.4*	-14*	-99*	-61*	-89*	-98*
CCC(CN(C(=O)c1ccc([N+](=O)[O-])cc1)C1CCCCC1)OC(=O)c1ccc([N+](=O)[O-])cc1 (stereo not given)	57	60	75	70	69	87	71	62	/
CC(=O)NCCO[C@H]1Cc2cc3ccc(=O)oc3cc2OC1(C)C	95	102	94	97	108	93	95	100	107
Brc1ccc(Nc2nc(Nc3cnc4ccccc4c3)c3[nH]cnc3n2)cc1	83	76	77	77	80	87	94	89	85
O=C1C(Cl)=C(SC2=NCCN2)C(=O)c2ccccc21	94	2.9*	153	62	119	105	92	64	106
COc1cc(-c2noc(-c3cccc(N)c3)n2)cc(OC)c1OC	76	94	/	93	/	94	93	90	102
COc1ccccc1N=C1SCC(=O)N1Cc1ccco1	88	97	96	104	107	98	103	102	112
COc1ccc(N=Nc2c(N)nn3c(-c4ccc(OC)c(OC)c4)c(C#N)c(N)nc23)cc1	68	86	56	91	71	75	90	84	76
Nc1nc(/C=C(/O)c2ccccc2)c2ncn(C3OC(CO)C(O)C3O)c2n1 (stereo not given)	100	98	78	101	92	89	90	96	92
O=C(Nc1cc(F)cc2cccnc12)c1cnc(N2CCC(O)C2)cn1 (stereo not given)	82	98	99	99	84	91	92	110	108
Cn1cc(C2OC(=O)c3ccccc32)c2ccccc21 (stereo not given)	84	89	103	94	107	95	94	96	107
Nc1cc(C(F)(F)F)ccc1Br	110	106	94	104	128	99	105	111	118
C=CCNC(=S)N/C=C(\c1ccccc1)S(=O)Cc1ccccc1 (stereo not given)	97	91	95	90	114	100	115	108	99
O=C(Cc1ccc(Nc2ccnc(C(F)(F)F)c2)cc1)Nc1ccccc1O	93	83	69	85	87	88	93	95	79
S=c1ssnc1-c1ccccn1	/	44	37	25	13	15	48	29	40
COc1ccccc1/C=N/NC(=O)CSc1nc2ccccc2c(=O)n1CCc1ccc(S(N)(=O)=O)cc1	52	62	75	44	72	60	58	39	52
O=C(c1cccc2ccccc12)N1CCCCC1	97	102	89	104	/	102	102	91	105
O=C1c2ccccc2C(=O)C1c1ccccn1	/	87	102	108	95	95	102	100	106
COc1ccc(S(=O)(=O)NCCCNc2nccc(-c3c(-c4ccc(F)c(OC)c4)nc4occn34)n2)cc1	48	85	103	63	89	89	96	87	88
CCOc1ccc(Br)cc1/C=C(\C#N)c1ccc([N+](=O)[O-])cc1	78	88	22	61	80	81	/	67	76
CC(=O)c1nc2ccccc2n1CCN1C(=O)NC2NC(=O)NC2C1=O (stereo not given)	98	94	78	111	130	107	109	107	109
CC(=O)N(O)C(C)C#Cc1ccc(NS(=O)(=O)c2ccc(Cl)cc2)cc1 (stereo not given)	/	117	75	99	94	90	87	89	123
COc1cc2oc(-c3cccc(NC(=O)[C@H](C)N)c3)cc(=O)c2c(OC)c1OC	84	99	87	99	97	101	93	98	97
CCC(C)/C=C/C=C/C(O)=C1/C(=O)NC(Cc2ccc(O)cc2)C1=O (stereo not given)	87	106	95	104	98	90	107	99	102
O=c1cc[nH]c2c(Cl)c3nnn(OCc4ccccc4)c3cc12	85	94	81	103	104	91	95	101	115
O=C(NCCN1CCOCC1)NCN1C(=O)c2cccc3cccc(c23)C1=O	95	95	97	100	98	100	100	94	112
COc1cccc(/C=C2\Cc3cc4c(cc3C2=O)OCO4)c1OC	89	96	97	80	94	95	79	90	98
COc1cccc(CCC(=O)c2cc3c(N)c(C(=O)Nc4ccccc4)sc3nc2C)c1	28	68	9.1*	53	9.9*	24	38	26	25
COc1c(/C=C/C(=O)N2CCCC2)cc2c(c1OC)OCO2	91	93	71	86	112	98	98	102	100
Cc1ccc(NS(=O)(=O)c2ccc(Br)cc2)cc1	96	99	97	96	92	99	108	93	102
N#Cc1c(-c2ccc(Br)cc2)cc(-c2ccccc2)[nH]c1=O	91	89	96	102	108	85	94	79	92

Arranged by SMILES length (falling): eleven of the compounds above.
smiles	CAKI-1	NCI-H23	SNB-75	SF-268	A498	SF-539	SNB-19	U251	SF-295
COc1ccc(S(=O)(=O)NCCCNc2nccc(-c3c(-c4ccc(F)c(OC)c4)nc4occn34)n2)cc1	48	85	103	63	89	89	96	87	88
COc1cc2oc(-c3cccc(NC(=O)[C@H](C)N)c3)cc(=O)c2c(OC)c1OC	84	99	87	99	97	101	93	98	97
COc1cccc(CCC(=O)c2cc3c(N)c(C(=O)Nc4ccccc4)sc3nc2C)c1	28	68	9.1*	53	9.9*	24	38	26	25
CC(=O)N(O)C(C)C#Cc1ccc(NS(=O)(=O)c2ccc(Cl)cc2)cc1 (stereo not given)	/	117	75	99	94	90	87	89	123
CCC(C)/C=C/C=C/C(O)=C1/C(=O)NC(Cc2ccc(O)cc2)C1=O (stereo not given)	87	106	95	104	98	90	107	99	102
CCOc1ccc(Br)cc1/C=C(\C#N)c1ccc([N+](=O)[O-])cc1	78	88	22	61	80	81	/	67	76
O=C(NCCN1CCOCC1)NCN1C(=O)c2cccc3cccc(c23)C1=O	95	95	97	100	98	100	100	94	112
N#Cc1c(-c2ccc(Br)cc2)cc(-c2ccccc2)[nH]c1=O	91	89	96	102	108	85	94	79	92
COc1cccc(/C=C2\Cc3cc4c(cc3C2=O)OCO4)c1OC	89	96	97	80	94	95	79	90	98
COc1c(/C=C/C(=O)N2CCCC2)cc2c(c1OC)OCO2	91	93	71	86	112	98	98	102	100
Cc1ccc(NS(=O)(=O)c2ccc(Br)cc2)cc1	96	99	97	96	92	99	108	93	102

Further results follow:
smiles	CAKI-1	NCI-H23	SNB-75	SF-268	A498	SF-539	SNB-19	U251	SF-295
CC(c1ccccc1)(c1ccccc1)C(O)c1ccccc1 (stereo not given)	94	93	/	84	81	95	87	86	100
CC(C)=C(c1ccc(Cl)cc1)c1ccccc1Cl	96	97	91	109	113	105	105	101	107
CC(=O)c1cc(C)oc1C	97	103	103	108	94	94	107	101	102
O=C1/C(=C\c2ccc(Br)cc2)CN(C(=O)c2ccccc2F)C/C1=C\c1ccc(Br)cc1	7.2*	24	57	4.1*	75	3.4*	54	-67*	-20*
O=C(CN1CCN(c2cc(=O)n(-c3ccccc3)c3ccccc23)CC1)Nc1ccc(Br)cc1	85	87	83	88	75	88	87	90	96
Cc1cc(NS(=O)(=O)c2ccc(N=Nc3cc(N=Nc4ccc(S(=O)(=O)Nc5cc(C)nc(C)n5)cc4)c4c(NC(=O)C(Cl)Cl)cccc4c3OC(=O)C(Cl)Cl)cc2)nc(C)n1 (tested in a mixture with another compound)	89&97	107&107	62&76	115&108	101&116	108&99	96&97	98&97	86
Cn1c(=O)c2c(ncn2CCC(=O)Nc2ccc(F)cc2)n(C)c1=O	93	100	91	103	103	97	102	98	105
Cc1ccc(-c2nn3c(-c4ccccc4)nnc3o2)cc1	107	105	114	/	103	120	103	109	117
COc1ccc(C2=NN(c3ccccc3)C(c3sc(Cl)nc3Cl)C2)cc1 (stereo not given)	62	92	60	83	31	98	99	94	94
C[N+](C)(C)CC(=O)N/N=C\c1ccco1	98	100	83	105	99	95	112	99	106
CC(C)NCCCCCCl	91	120	90	119	103	103	100	98	102
COc1ccc(C=O)c(Br)c1O	77	97	210	97	98	102	96	83	122
O=C(O)c1ccc(N2C(=O)c3cccc4cccc(c34)C2=O)cc1	91	99	79	108	104	97	100	101	98
CC1CCCCC1C(O)(C(=O)O)C1CCCCC1C (stereo not given)	106	97	96	109	105	109	102	96	/
O=[N+]([O-])c1c(Cl)cccc1-c1c[nH]cc1Cl	78	99	91	102	79	89	99	96	90
Cc1oc2nc[nH]c(=O)c2c1C(=O)/C=C/c1ccc(Br)cc1	28	-11*	-2.4*	5.4*	24	-9.6*	23	12	14
CCCC(=O)Nc1ccc(OC)cc1	102	99	104	103	98	106	107	104	102
COc1ccc2c(c1)OC1=C(C(=O)OC1)C2c1cc(OC)c(OC)c(OC)c1 (stereo not given)	56	32	41	32	-1.4*	1.0*	34	22	8.3*
CCOC(=O)c1ccc(NC(=O)NC2=NCCS2)cc1	35	18	21	40	-7.6*	1.9*	54	27	/
O=c1c2c(=NCCCN3CCCC3)cc3c(=O)n(CCCN4CCCC4)c(=O)c4c(NCCCN5CCCC5)cc(c(O)n1CCCN1CCCC1)c2c4-3	14	-2.4*	-83*	-7.1*	-67*	-33*	7.1*	2.0*	-43*
COc1ccc(-n2c(Cn3nc(C)cc3C)nnc2SCC(=O)Nc2ccc(S(N)(=O)=O)cc2)cc1	92	/	91	105	108	97	93	100	105
NC(N)=N/N=C/c1cccc(Br)c1	/	98	92	/	/	101	101	110	99
COc1ccc(Cl)cc1C/C=N\NC(=O)c1ccncc1	94	103	88	98	84	91	105	94	96
N#Cc1n[nH]n2c1nc(=O)c1sc3ccccc3c12	71	90	92	106	124	94	120	92	102
N#Cc1c(Nc2ccccc2)n[nH]c1N	107	104	131	112	111	/	93	102	119
C=CCCC(C)CC (stereo not given)	90	106	69	102	114	97	102	/	87
NS(=O)(=O)c1ccc(C(=O)N=Nc2c(O)n(Cc3ccc(F)cc3)c3ccccc23)cc1	81	99	92	97	70	101	100	92	100
O=c1ccc(=O)n(-c2nc(-c3ccccc3)cs2)[nH]1	80	77	90	92	109	98	99	96	95
CC(=O)Oc1ccc(C(=O)O)cc1	103	111	91	114	97	107	100	106	108
Cn1ccnc1C(=O)/C=C/c1ccc(C(=O)Nc2ccc(F)cc2O)cc1	77	91	85	98	66	95	86	77	102
O=C(Nc1cccc(Br)c1)N1c2ccccc2SC12CCCC2	54	85	63	98	83	84	73	78	78
FC(F)(F)C1=NN=C(c2ccc(Cl)cc2)/C1=C/c1ccco1	86	82	87	79	/	102	93	73	87
CC(=O)N(O)CCCCCNC(=O)CCC(=O)N(O)CCCCCNC(=O)CCC(=O)N(O)CCCCCN(CCCCCCCCCC[P+](c1ccccc1)(c1ccccc1)c1ccccc1)CCCCCCCCCC[P+](c1ccccc1)(c1ccccc1)c1ccccc1	29	-17*	-11*	16	-3.3*	-8.9*	17	6.7*	13
CS(=O)(=O)c1nc2ncc(C(N)=O)n2[nH]1	93	99	107	105	127	96	95	91	95
